Screening data: PubChem BioAssay, National Center for Advancing Translational Sciences (NCATS)
B2AR arrestin = agonists driving beta-arrestin recruitment to human beta2-adrenergic receptor | P07550 | beta-arrestin recruitment to beta2AR, cell-based reporter | Potency, µM (top dose mostly 46.1 µM), without a hit: top-dose activation, actives largely listed as activators | 0.02% of 330,000 active | AID 492947;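 further: potency means the concentration at half of the fitted maximal effect; 0% = DMSO controls and full agonism = EC100 isoproterenol or metaproterenol; nearly all actives have a fitted effect of over 65% in size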
USP2a block = USP2a (human) protease inhibition; O75604; USP2 core, Ub-CHOP2 coupled fluorogenic reporter, 485/531; Potency, µM (highest dose often 38.3 µM), for inactives: top-dose activity change, negative = inhibition, most hits filed as inhibitors; 0.01% of 330,000 active; AID 463254;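 further: potency means the concentration at half of the fitted maximal effect; plate controls were DMSO wells for no effect and full inhibition by NEM control for full effect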
Target sequence (O75604 whole entry, looked up): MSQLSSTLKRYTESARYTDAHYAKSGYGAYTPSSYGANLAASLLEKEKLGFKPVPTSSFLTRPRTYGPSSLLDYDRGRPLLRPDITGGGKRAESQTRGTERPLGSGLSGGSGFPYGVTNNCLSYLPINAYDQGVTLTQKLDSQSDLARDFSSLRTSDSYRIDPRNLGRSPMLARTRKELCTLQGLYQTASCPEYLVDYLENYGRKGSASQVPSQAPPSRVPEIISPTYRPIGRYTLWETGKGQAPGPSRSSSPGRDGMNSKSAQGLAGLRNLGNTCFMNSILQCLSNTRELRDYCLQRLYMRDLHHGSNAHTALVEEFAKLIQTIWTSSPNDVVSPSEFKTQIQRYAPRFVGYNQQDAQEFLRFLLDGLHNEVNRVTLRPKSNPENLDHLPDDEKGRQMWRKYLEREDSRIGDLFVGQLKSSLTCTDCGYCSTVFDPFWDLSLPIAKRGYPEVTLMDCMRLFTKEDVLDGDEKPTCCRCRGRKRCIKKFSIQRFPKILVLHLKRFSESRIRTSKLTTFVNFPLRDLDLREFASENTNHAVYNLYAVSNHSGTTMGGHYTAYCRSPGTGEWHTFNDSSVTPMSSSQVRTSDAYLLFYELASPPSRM
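USP2 core (10nM final) preincubated 30min RT with compound in 20mM Tris-HCl pH 8.0, 2mM CaCl2, 2mM beta-mercaptoethanol, 0.05% CHAPS; 25nM Ub-CHOP2 plus 25nM reporter substrate added, fluorescence (Ex485/Em531) read after 60min.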
Tb PFK block = blocks T. brucei phosphofructokinase; T. brucei PFK, ADP-Glo luminescence; O15648; Potency, µM (doses to about 57.5 µM), for the others: top-dose activity, negative = inhibition, actives largely listed as inhibitors; AID 485367; 0.17% of 330,000 active;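 further: potency means the concentration at half of the fitted maximal effect; 0% = uninhibited 1x PFK enzyme wells and -100% = no-enzyme wells; nearly all actives have a fitted effect of over 60% in size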
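Compounds were pin-transferred as a titration series up to 57 uM into substrate buffer (0.5 mM F6P, 0.1 mM ATP, pH 8.0), then 1.25 nM PFK was added and reactions ran 45 min before ADP-Glo detection.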
Eya2 phos inh = blocks the phosphatase activity of human Eya2. O00167. recombinant Eya2, OMFP fluorescence dephosphorylation (OMFP is methylfluorescein phosphate). Potency, µM (series often up to 76.9 µM), for inactives: top-dose activity, negative = inhibition, usual class: inhibitors. 0.006% of 330,000 active. AID 488837; further: potency means the concentration at half of the fitted maximal effect; on the % scale 0 is the no-effect control and ±100 the full control effect
Target sequence (O00167 whole entry, looked up): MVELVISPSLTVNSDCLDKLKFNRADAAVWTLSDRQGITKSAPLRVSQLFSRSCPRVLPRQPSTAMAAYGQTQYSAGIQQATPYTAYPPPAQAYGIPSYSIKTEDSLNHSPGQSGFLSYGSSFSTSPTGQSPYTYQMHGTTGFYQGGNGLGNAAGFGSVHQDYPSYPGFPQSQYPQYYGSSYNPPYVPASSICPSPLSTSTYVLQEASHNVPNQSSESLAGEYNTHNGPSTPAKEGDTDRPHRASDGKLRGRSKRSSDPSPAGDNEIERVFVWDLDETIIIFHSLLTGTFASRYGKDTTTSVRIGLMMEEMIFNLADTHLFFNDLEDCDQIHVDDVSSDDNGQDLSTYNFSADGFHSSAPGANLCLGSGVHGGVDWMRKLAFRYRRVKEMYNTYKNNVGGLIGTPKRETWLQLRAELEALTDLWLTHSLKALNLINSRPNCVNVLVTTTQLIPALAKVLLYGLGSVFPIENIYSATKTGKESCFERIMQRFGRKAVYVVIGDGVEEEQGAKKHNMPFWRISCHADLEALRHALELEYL
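Eya2 protein (added as 0.2 uM solution) was preincubated with compound for 10 min at ambient temperature in 50 mM HEPES pH 7.5, 50 mM NaCl, 5 uM MgCl2, 0.05% BSA, 1 mM DTT. OMFP (added at 50 uM) then reacted 10 min; fluorescence read at 485/525 nm.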
TCR act = activates T cell receptor signaling | Potency, µM (titrated, usually from 9.22 µM), without a hit: at the highest dose activation of IL-2 secretion, usual class: activators | AID 504894 | 330,000 tested, under 10 active | primary human leukocytes, anti-CD3, IL-2 HTRF, 48 h; further: % of control where 0% means no effect
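IL-2 release read by HTRF sandwich (Eu cryptate donor, d2 acceptor, 665 nm emission) after 48 hr exposure of primary human leukocytes to compound together with anti-CD3 beads in the absence of co-stimulatory signals.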
ELG1 repair inh = blocks ELG1-dependent DNA repair in HEK293T cells; AID 504467; HEK293T ELG1-luciferase reporter, luminescence, 16 h; DNA damage induced by 5-fluorouridine; Potency, µM (doses to about 46.1 µM), without a hit: at the highest dose activity change, negative = inhibition, hits mostly inhibitors; 2.3% of 330,000 active; further: potency means the concentration at half of the fitted maximal effect; on the % scale 0 is the no-effect control and ±100 the full control effect; nearly all actives have a fitted effect of over 55% in size
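Cells (2,000 per well) received 5-fluorouridine plus test compound or DMSO and were incubated 16 hr at 37 °C, 5% CO2. Luciferase activity was read by luminescence 30 min after ONE-Glo addition; signal suppression marked inhibition of damage-induced ELG1 function.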
uPA surface inh = cell surface uPA generation inhibition | AID 540303 | cell surface uPA generation assay, qHTS | 0.31% of 330,000 active | Potency, µM (highest dose often 38.3 µM), inactives show at the highest dose activity change, negative = inhibition, usual class: inhibitors; active means well fitted inhibition curve with a large enough effect; inconclusive means small, poorly fitted or top-dose-only effect; inactive means no such curve, though single readings can be large or run the other way; tested in mouse RAW 264.7 cells; further: potency means the concentration at half of the fitted maximal effect; on the % scale 0 is the no-effect control and ±100 the full control effect; nearly all actives have a fitted effect of over 55% in size
Mito fusion act = mitochondrial division inhibition or fusion activation; S. cerevisiae fusion-defective mutant growth rescue, CellTiterGlo 48 h; Potency, µM (titrated, usually from 46.1 µM), inactives show at the highest dose growth rescue (activation), most hits filed as activators; 0.23% of 320,000 active;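 further: potency means the concentration at half of the fitted maximal effect; % of control where 0% means no effect; nearly all actives have a fitted effect of over 45% in size; temperature-sensitive fusion mutants such as fzo1-1 at 37 °C on non-fermentable ethanol glycerol medium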
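Yeast fusion mutant, YPEG (non-fermentable carbon), compound, 48 h at 37C non-permissive; CellTiterGlo added, 10 min RT, luminescence read. Rescued growth = division inhibition.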
Chronic BCR inh = blocks chronic active B-cell receptor signaling; ABC-DLBCL IkBa-CBG/CBR reporter, luminescence ratio, 4 h; Potency, µM (highest dose often 46.1 µM), without a hit: at the highest dose ratio change, negative = lower green/red ratio, hits mostly inhibitors; 0.05% of 340,000 active; AID 493014; active means well fitted inhibition curve with a large enough effect in the signal ratio, with a control signal flat, not every such curve was filed as active; inconclusive means small, poorly fitted or top-dose-only effect, or effect the other way, or a change in a side signal; the % refers to the signal ratio;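 further: potency means the concentration at half of the fitted maximal effect; plate controls were basal doxycycline-induced cells for no effect and cells given 10 µM MG132 for full effect; MG132 reads +100%, hits lower the ratio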
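TMD8 human ABC-DLBCL cells with doxycycline-inducible IκBα–green luciferase fusion and unfused red luciferase, in 0.5% FBS medium; compounds up to 46 uM, 4 h at 37C. Green/red luminescence ratio, filter-overlap corrected, fitted to concentration-response curves.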
TSHR antag = blocks TSH signaling through the human TSH receptor. activity change, negative = inhibition, % at 11.5 µM. P16473. 0.2% of 330,000 active. AID 504810. TSHR-expressing cells, TSH-stimulated cAMP HTRF, 2 h; hits give low values;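 active means activity change below a set negative limit, meaning inhibition stronger than a set level, cut at about -70% in these data; inconclusive means activity change between two set negative limits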; further: on the % scale 0 is the no-effect control and ±100 the full control effect
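Inhibition of cAMP made by TSHR-expressing cells under TSH stimulation (4nM final, EC80; 2 h, 37 deg C) is quantified with a one-step lysis HTRF kit, anti-cAMP cryptate versus cAMP-d2.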
TSG101-PTAP inh = blocks PTAP/TSG101 interaction to inhibit HIV-1 budding. Q99816. Fluorescence polarization, FITC-PTAP peptide / Tsg101 binding. Potency, µM (doses to about 115 µM), for the others: at the highest dose activity change, negative = inhibition, actives largely listed as inhibitors. 340,000 tested, under 10 active. AID 493005; active means well fitted inhibition curve with a large enough effect in the main read-out, with a control signal flat, not every such curve was filed as active; inconclusive means small, poorly fitted or top-dose-only effect, or effect the other way, or a change in a side signal; inactive means no such curve, though single readings can be large or run the other way; further: potency means the concentration at half of the fitted maximal effect; % of control where 0% means no effect
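Fluorescence polarization binding of Tsg101 binding domain (10 uM final) to FITC-labeled PTAP peptide (50 nM final) in HEPES pH 7.5 buffer with NaCl, Tween 20, EDTA, TCEP. Compounds added before peptide; binding 20 min at RT.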
* hit, by the source's call; ? = inconclusive; · = not tested or not shown; [ ] = remark or other dose. Unless noted, the call rests on the fitted dose curve; in most records, active means well fitted curve in the direction sought with a large enough effect; inconclusive means small, poorly fitted or top-dose-only effect, or another doubt; inactive means no such curve, though single readings can be large; an effect the other way counts as inactive or inconclusive.

Below each SMILES – B2AR arrestin	USP2a block	Tb PFK block	Eya2 phos inh	TCR act	ELG1 repair inh	uPA surface inh	Mito fusion act	Chronic BCR inh	TSHR antag	TSG101-PTAP inh
1) Cc1cc(=O)c2cccc(Br)c2[nH]1
 : -0.2%	1%	-2%	1%	0%[46.1 µM]	-3%	-4%	0%	-1%	1	-3%
2) Cc1ccnc(NC(=O)CCC(=O)c2cc(C)sc2C)c1
 : -0.1%	1%	-3%	17%	-4%	0%	3%	8%	-1%	-2	2%
3) CCOC(=O)C1=C(C)N(c2ccccc2)C(=O)C1CC(=O)O (configuration not stated)
 : 0.4%	2%	2%	-1%	-1%	7%	-4%	-4%	?	6	-2%
4) Cc1noc(C)c1CSCC(=O)Oc1ccc(N(C)S(=O)(=O)c2ccccc2)cc1
 : 0.8%	0%	-1%	0%	3%	22%	-19%	-3%	0%	10	3%
5) Cc1nc(-c2cc(-c3nc(-c4cc(C(F)(F)F)cc(C(F)(F)F)c4)no3)no2)cs1
 : 1.0%	4%	0%	-6%	1%	3%	3%	2%	-1%	-2	-4%
6) Cc1ccc(S(=O)(=O)NCCc2ccc(S(N)(=O)=O)cc2)cc1
 : -0.1%	3%	6%	11%	4%	0%	2%	-1%	?	-7	-6%
7) N#Cc1ccc(C(=O)N2CCN(c3ncccn3)CC2)cc1
 : -1.1%	1%	1%	7%	2%	-1%	3%	-9%	2%	14	-4%
8) CC(c1ccc2c(c1)OCO2)n1c(=S)[nH]c2ccccc2c1=O (configuration not stated)
 : -0.2%	2%	-7%	-2%	0%	20%	1%	?	1%	15	-2%
9) CCc1ccccc1N(CC(=O)N1CCN(c2ccccc2F)CC1)S(C)(=O)=O
 : -0.1%	0%	2%	-11%	10%	1%	-2%	7%	11%	5	-1%
10) CC1CCN(C(=O)COC(=O)Cc2c[nH]c3ccccc23)CC1
 : -0.1%	-1%	1%	-5%	3%	1%	-14%	3%	2%	9	-3%
11) COc1ccc(S(=O)(=O)N(C)c2ccc(C(=O)N3CCCCC3)cc2)cc1OC
 : -0.9%	2%	1%	1%	1%	?	-10%	-2%	-8%	-9	1%
12) Cn1c(=O)n(CC(=O)NCC2CCCO2)c(=O)c2c3c(sc21)COC(C)(C)C3 (configuration not stated)
 : -1.1%	3%	-4%	-5%	3%	-2%	4%	-1%	0%	-3	-7%
13) CNC(=O)CN(CCc1ccccc1)S(=O)(=O)c1ccc(OC)cc1
 : -0.3%	1%	-7%	15%	-9%	3%	-3%	5%	8%	5	-4%
14) CC(=O)N1CCc2cc(S(=O)(=O)NC(C(=O)NC(C)c3ccccc3)C(C)C)ccc21 (configuration not stated)
 : 0.0%	0%	-7%	-11%	5%	2%	3%	-2%	1%	0	-2%
15) Cc1c(C)c2ccc(OCC(=O)N(C)C3CCS(=O)(=O)C3)c(C)c2oc1=O (configuration not stated)
 : -0.8%	-1%	2%	-3%	0%	13%	3%	4%	-4%	0	-4%
16) c1ccc(COCCN2CCN(CCOCc3ccccc3)CC2)cc1
 : -0.5%	1%	1%	-2%	-1%	5%	·	-2%	?	26	0%
17) COc1ccc(-c2cc(C(F)(F)F)nc(N3CCN(C)CC3)n2)cc1
 : -0.8%	2%	1%	7%	-3%	?	-2%	-5%	2%	-6	-4%
18) Cc1cc(CNC(=O)C2CCC(=O)N(CCc3cccc(F)c3)C2)nn1C (configuration not stated)
 : -0.3%	5%	-3%	-11%	-1%	0%	7%	?	0%	-10	0%
19) CCOC(=O)c1ccc(NC(=O)CN2C(=O)CCC2=O)cc1
 : 0.8%	1%	-5%	6%	1%[46.1 µM]	11%	-6%	-7%	13%	6	-4%
20) CC(=O)N1[C@H](C)C=C[C@]1(Cc1ccccc1)C(=O)NCc1cc(F)cc(C(F)(F)F)c1
 : -0.2%	1%	-3%	3%	2%	15%	8%	1%	0%	8	·

Retrieved by structure from above:
Below each SMILES – B2AR arrestin	USP2a block	Tb PFK block	Eya2 phos inh	TCR act	ELG1 repair inh	uPA surface inh	Mito fusion act	Chronic BCR inh	TSHR antag	TSG101-PTAP inh
6) Cc1ccc(S(=O)(=O)NCCc2ccc(S(N)(=O)=O)cc2)cc1
 : -0.1%	3%	6%	11%	4%	0%	2%	-1%	?	-7	-6%
12) Cn1c(=O)n(CC(=O)NCC2CCCO2)c(=O)c2c3c(sc21)COC(C)(C)C3 (configuration not stated)
 : -1.1%	3%	-4%	-5%	3%	-2%	4%	-1%	0%	-3	-7%
20) CC(=O)N1[C@H](C)C=C[C@]1(Cc1ccccc1)C(=O)NCc1cc(F)cc(C(F)(F)F)c1
 : -0.2%	1%	-3%	3%	2%	15%	8%	1%	0%	8	·

(next part)
Below each SMILES – B2AR arrestin	USP2a block	Tb PFK block	Eya2 phos inh	TCR act	ELG1 repair inh	uPA surface inh	Mito fusion act	Chronic BCR inh	TSHR antag	TSG101-PTAP inh
21) O=C(c1ccccc1)n1c(=O)cc[nH]c1=O
 : 0.1%	-3%	-3%	7%	1%	9%	0%	-6%	-8%	1	-4%
22) CC1CCCCN1S(=O)(=O)c1ccc2c(c1)C(C)(C)C(=O)N2C (configuration not stated)
 : -2.5%	1%	-2%	-1%	-3%	17%	3%	0%	-3%	-2	-2%
23) O=C(O)c1cc(S(=O)(=O)N(Cc2ccccc2)c2ccccc2Cl)ccc1Cl
 : 0.4%	4%	1%	-11%	1%	6%	-18%	5%	10%	-10	-1%
24) CC(C)(C)OC(=O)C[C@@H]1C/C=C\C[C@@H](CC(=O)N[C@@H](CO)Cc2ccccc2)C(=O)N2CCC[C@@H]2COC1=O
 : 0.0%	4%	-1%	-17%	1%	-4%	0%	·	?	11	0%
25) O=C1c2ccc(Cl)cc2S(=O)(=O)c2cccc(C(=O)N3CCN(c4ncc(Br)cn4)CC3)c21
 : 0.0%	-1%	2%	10%	8%	?	-3%	9%	6%	-11	0%
26) CCCCCCCC(=O)N/N=C/c1ccncc1
 : -0.6%	0%	1%	-7%	-4%	0%	2%	25%	?	-20	-6%
27) O=S(=O)(O)Oc1c[nH]c2ccccc12
 : -0.4%	1%	-4%	1%	·	?	·	5%	?	6	·
28) O=C(CCS(=O)(=O)c1ccc(Cl)cc1)Nc1nccs1
 : -1.3%	1%	7%	16%	-4%	-1%	-4%	8%	7%	9	1%
29) O=C(Nc1ccc2[nH]c(=O)[nH]c2c1)C(F)(F)F
 : -0.1%	1%	-5%	-10%	3%	-14%	-2%	-8%	9%	-2	-10%
30) COc1cccc(-c2ccc3c(c2)S(=O)(=O)c2cccc(C(=O)O)c2C3=O)c1OC
 : 0.5%	-2%	-1%	-31%	-1%	4%	7%	-7%	4%	0	-2%
31) O=C(NC1CC1)C1=C[C@@H](c2csc3ccccc23)C[C@@H](OCc2ccc(CO)cc2)O1
 : -0.1%	3%	-3%	7%	4%	-11%	15%	2%	5%	-3	-6%
32) CC(C)CNC(=O)C(=O)NCc1ccccc1
 : -0.2%	3%	-1%	1%	-5%	12%	-1%	-4%	-4%	18	-1%
33) COc1ccc(/C=N/NC(=O)C2c3ccccc3Oc3ccccc32)c(OC)c1
 : -0.6%	0%	-4%	4%	0%	12%	6%	-2%	?	3	0%
34) COc1ccc(/C=C/C(=O)c2cc(Br)ccc2OC(=O)c2ccco2)cc1OC
 : -0.4%	-2%	0%	-1%	-15%	?	1%	0%	?	27	-4%
35) CSc1nnnn1-c1ccc(C)c(Cl)c1
 : 0.3%	4%	0%	3%	-3%[46.1 µM]	9%	-2%	-4%	?	8	0%
36) COc1cc(/C=N/Nc2nc(=O)[nH]nc2C)ccc1O
 : 2.7%	4%	0%	-9%	-3%	-20%	4%	0%	-14%	-1	2%
37) CCOc1ccc(C(=O)n2cnnc2N)cc1
 : 0.7%	12%	0%	0%	4%	16%	1%	4%	0%	7	-1%
38) O=C(NCCCN1CCOCC1)c1cc2c(s1)CSC2
 : 0.0%	1%	-8%	4%	4%	14%	·	1%	5%	0	-2%
39) CCCC(=O)C1=C(O)C(C(=O)OC)C(C)(C)CC1=Nc1ccncc1 (configuration not stated)
 : 3.3%	1%	-1%	-3%	3%	1%	0%	4%	5%	8	1%
